NPY-Y1 PAM-ag: human NPY-Y1 potentiation or agonism, primary screen; P25929; NPY-Y1 expressing cells, potentiator/agonist activation; activation, % at 3.6 µM; actives 0.37% (n = 220,000); AID 1304; in the data active means activation above about 33%, passing the limit was not always enough;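 further: cells stimulated with NPY at EC10 then isoproterenol at EC100; 0% = low agonist plus stimulus and 100% = saturating agonist plus stimulus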
S1P4 ag: human S1P4 receptor agonism; O95977; S1P4-expressing cell line, agonist reporter assay; activation, % at 4.98 µM; actives 0.35% (n = 220,000); AID 1509; in the data active means activation above about 11%;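 further: 0% = DMSO vehicle and 100% = reference agonist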
Target sequence (O95977 whole entry, looked up): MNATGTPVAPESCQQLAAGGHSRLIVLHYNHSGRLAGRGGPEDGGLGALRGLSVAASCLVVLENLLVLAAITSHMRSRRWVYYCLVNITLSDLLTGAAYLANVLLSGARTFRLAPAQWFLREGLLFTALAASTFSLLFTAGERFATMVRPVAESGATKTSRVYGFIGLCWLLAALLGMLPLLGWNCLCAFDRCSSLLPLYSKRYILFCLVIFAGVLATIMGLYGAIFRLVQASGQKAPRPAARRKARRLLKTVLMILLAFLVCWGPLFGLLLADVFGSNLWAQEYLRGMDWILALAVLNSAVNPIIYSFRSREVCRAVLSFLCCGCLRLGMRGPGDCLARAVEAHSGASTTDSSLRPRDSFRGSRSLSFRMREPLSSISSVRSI
Ba/F3 V617F tox: lowers viability of Ba/F3 cells expressing EpoR and JAK2V617F; inhibition, % at 5.6 µM; actives 1.1% (n = 220,000); ATP luminescence; AID 1446;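 active means inhibition above the campaign mean plus 3 SD over all tested compounds, cut at about 24% in these data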;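 further: cytokine-independent growth of Ba/F3 cells driven by EpoR plus mutant JAK2; 0% = DMSO-treated cells and 100% = JAK inhibitor I control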
NPY Y1 blocker: antagonists of human neuropeptide Y receptor Y1. P25929. HEK293-CNG Y1 cells, membrane potential fluorescence; NPY at EC95, then isoproterenol. inhibition, % at 3.6 µM. actives 1% (n = 200,000). AID 1040;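 active means inhibition above the campaign mean inhibition of all tested compounds plus 3 SD, cut at about 20% in these data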;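 further: 0% = DMSO wells given NPY plus isoproterenol and 100% = isoproterenol alone without NPY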
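Assay system: HEK293 Y1/CNG channel cell line; Doses: single compound dose of 3.6 µM, 0.4% DMSO; Timing: dye 3 h, compound 60 min room temperature, stimulation 45 min; Technique: Membrane-potential fluorescent dye readout; Measure: % inhibition of NPY effect.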
BaF3 tox: counter-screen for JAK2V617F inhibitors: parental Ba/F3 viability inhibitors | CellTiter-Glo ATP luminescence | inhibition, % at 5.6 µM | actives 1.1% (n = 220,000);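 active means inhibition above a per-campaign cutoff, the mean inhibition of all tested compounds plus 3 SD, cut at about 27% in these data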;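 further: 0% = DMSO wells and 100% = JAK Inhibitor I control wells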
RBBP9 inh: blocks human serine hydrolase RBBP9. O75884. recombinant RBBP9, FP-Rh probe fluorescence polarization. inhibition, % at 7.94 µM. actives 0.2% (n = 220,000). AID 1515;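 active means inhibition above the campaign mean of all tested compounds plus 3 SD, cut at about 14% in these data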;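 further: plate controls were DMSO wells with RBBP9 for no effect and wells lacking RBBP9 protein for full effect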
Target sequence (O75884 whole entry, looked up): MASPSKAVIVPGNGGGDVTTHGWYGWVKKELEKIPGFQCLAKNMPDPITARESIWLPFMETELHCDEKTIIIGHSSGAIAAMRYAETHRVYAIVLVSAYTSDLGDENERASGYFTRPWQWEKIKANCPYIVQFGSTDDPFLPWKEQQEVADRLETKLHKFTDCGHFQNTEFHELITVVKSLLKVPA
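Test system: recombinant human RBBP9. Quantity: 2.5 µM RBBP9 dispensing solution, before mixing. Detection: FP readout at 525/598 nm. Reagent: Serine-hydrolase probe FP-Rh, 375 nM pre-mixing. Measure: % inhibition. Control set: DMSO-treated enzyme wells and wells lacking RBBP9. Buffer or medium: Tris-NaCl-Pluronic buffer, pH 8.0. Times: preincubation 30 min plus labeling 45 min at 25 °C.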
Runt-CBFb FRET: inhibitors of human RUNX1 Runt domain binding to CBFb. AID 1496. Cerulean-Runt/Venus-CBFb FRET ratio 530/480, 1 h. actives 0.46% (n = 220,000). inhibition, % at 20 µM. Q01196+Q13951;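 active means inhibition over about 50% at 20 µM in the single-dose screen, limit read from the data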;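 further: 0% = DMSO wells and 100% = excess unlabeled CBFb competitor control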
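Doses: 20 µM compound in 1% DMSO | Material: Cerulean-labeled Runt domain protein | Amount: Each fluorescent fusion protein 100 nM | Schedule: Two 1 h room-temperature incubations shielded from light | Measured by: FRET fluorescence | Evaluation: Loss of energy transfer signal | Controls: Unlabeled CBFb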
S1P4 antagonist: human S1P4 receptor antagonism; O95977; actives 0.26% (n = 220,000); inhibition, % at 4.98 µM; S1P4-expressing cells, antagonist mode, reporter read-out; AID 1510; in the data active means inhibition above about 29%;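 further: 0% = wells stimulated with agonist and 100% = vehicle wells without agonist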
NPY2 pot ag: human NPY-Y2 potentiation or agonism, primary screen; cells expressing NPY-Y2, potentiator/agonist read-out; actives 0.45% (n = 220,000); activation, % at 3.6 µM; P49146; in the data active means activation above about 27%;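 further: cells stimulated with NPY near EC25 plus isoproterenol at EC100; 0% = vehicle plus submaximal agonist and 100% = vehicle plus saturating agonist; some results beyond the cut were filed as inactive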
Target sequence (P49146 whole entry, looked up): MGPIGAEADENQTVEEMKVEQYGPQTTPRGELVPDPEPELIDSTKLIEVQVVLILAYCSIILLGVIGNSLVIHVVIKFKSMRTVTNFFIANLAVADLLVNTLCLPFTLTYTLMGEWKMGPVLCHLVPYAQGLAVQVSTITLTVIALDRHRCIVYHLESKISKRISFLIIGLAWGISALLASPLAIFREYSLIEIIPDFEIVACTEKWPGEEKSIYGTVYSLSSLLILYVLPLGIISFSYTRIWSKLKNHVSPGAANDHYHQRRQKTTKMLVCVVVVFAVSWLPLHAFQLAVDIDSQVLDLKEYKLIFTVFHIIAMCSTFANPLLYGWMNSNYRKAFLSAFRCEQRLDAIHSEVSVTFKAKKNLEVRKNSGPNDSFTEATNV
Numbers without * were called inactive; x = no result given.

SMILES | NPY-Y1 PAM-ag | S1P4 ag | Ba/F3 V617F tox | NPY Y1 blocker | BaF3 tox | RBBP9 inh | Runt-CBFb FRET | S1P4 antagonist | NPY2 pot ag
N#Cc1ccc(OCC(=O)N/N=C(\CCC(=O)O)c2cccs2)cc1 | 1 | 1.2 | 5 | 1 | 4 | -8 | 1 | -22 | -5
O=C(O)C1CCCCC1C(=O)Nc1ccccc1F (configuration not stated) | -6 | 2.0 | -3 | 7 | 1 | -7 | 0 | -8 | -9
Cc1ccc(S(=O)(=O)NC(=O)NCc2ccc(Cl)cc2)cc1 | -23 | -0.8 | -2 | 6 | 2 | -6 | 1 | 16 | -26
O=C(CSc1nnc(CNc2ccc(F)cc2)n1Cc1ccccc1)NCc1ccccc1 | -19 | 2.3 | -1 | 7 | 3 | -5 | -4 | 6 | -12
COc1ccc(S(=O)(=O)N(Cc2cccs2)C2CCCC2)cc1 | -5 | -3.5 | -3 | 6 | 3 | -6 | -2 | 24 | -16
O=C(Cn1nc(Cc2cccnc2)c2ccccc2c1=O)Nc1cc(F)ccc1F | -1 | -0.4 | -6 | x | 3 | 2 | 3 | 1 | -10
COc1ccc(CN2CCSCC2)cc1O | -10 | 1.0 | -3 | -4 | 1 | 3 | 1 | -18 | 2
Cc1cnc(C(=O)Nc2ccccc2F)cn1 | -9 | 0.5 | 4 | 4 | 7 | -9 | 1 | -18 | -11
COc1ccc(N2CCN(S(=O)(=O)c3cnc[nH]3)CC2)cc1 | 8 | 1.1 | -4 | x | 4 | -7 | 0 | -29 | 6
CC(C)(C)c1ccc(OCC(=O)N(c2ccccn2)C2CCCCC2)cc1 | -12 | 2.1 | -2 | 4 | -1 | -8 | -3 | -1 | -6
O=C(NN1CCCCC1)c1cnn2c(C(F)F)cc(-c3ccccc3)nc12 | 5 | 0.4 | -1 | 9 | -1 | 6 | -1 | -1 | 2
CCN(CC)S(=O)(=O)c1ccc(NC(=S)NC(=O)CC(C)C)cc1 | 22 | -0.2 | 0 | -2 | 11 | 2 | -2 | -5 | 15
CCCC[C@@H]1CNC(=S)N1CCc1cccc(F)c1 | -6 | 0.2 | 0 | 1 | -4 | 2 | -1 | -1 | -5
Cc1ccc2c(c1)N(CC(=O)N1CCCc3ccccc31)C(=O)C(C)O2 (configuration not stated) | 7 | -0.6 | 1 | 3 | 7 | -2 | -3 | -6 | -5
O=C(CN1CCC(NC(=O)Nc2ccccc2-c2ccccc2)CC1)NCc1ccco1 | 2 | -0.3 | 1 | 2 | 4 | -2 | -1 | -3 | -9
CCCC(=O)C1=C(N(C)c2ccccc2)CC(C)(C)C(C(=O)OC)C1=O (configuration not stated) | 20 | 0.6 | 4 | -4 | 5 | -2 | 0 | -4 | 5
Cc1ccc2c(c1)c1c3n2CCN(C(=O)Cn2c(-c4ccccc4)noc2=O)C3CCC1 (configuration not stated) | -3 | -0.4 | 0 | 3 | 1 | -7 | -2 | -3 | -10
Cn1c(CCNC(=O)c2cccs2)nnc1SCC(=O)N1CCN(c2ccccc2)CC1 | -22 | -1.2 | 4 | 0 | 3 | 0 | 0 | 0 | -6
Cc1cc(C)c(S(=O)(=O)NCC(CCC(=O)O)C(F)(F)F)c(C)c1 (configuration not stated) | 1 | 0.2 | 1 | 7 | 7 | 0 | -1 | -4 | 13
CC(Sc1nc(N2CCCCC2)c2c(c1C#N)CCCC2)C(=O)O (configuration not stated) | 13 | -3.9 | -1 | 4 | 5 | -4 | -2 | 5 | 6
CCOc1ccc(N2C(=O)C(Cl)=C(Nc3ccccc3O)C2=O)cc1 | 1 | 1.4 | -3 | -4 | 4 | -1 | 25 | -10 | -2
CCOC(=O)/C=c1\s/c(=C\c2ccc(C#N)cc2)c(=O)n1CC(=O)NCc1ccco1 | -39 | 2.4 | 6 | 1 | 6 | -7 | -54 | 7 | 2
CCC(Cc1ccccc1)NC(=O)CSc1ccsc1[N+](=O)[O-] (configuration not stated) | -11 | 0.5 | -3 | 5 | 3 | 5 | -3 | 9 | 7
CCOC(=O)c1sc2nc(C)n(N)c(=O)c2c1C | -10 | 1.4 | 2 | 3 | 12 | 6 | -1 | -12 | -11
O=C(c1ccccn1)N1CCN(S(=O)(=O)c2ccccc2)CC1 | 22 | 0.8 | 2 | 5 | 4 | 0 | 1 | 2 | 3

Quoted from the listing.
O=C(NN1CCCCC1)c1cnn2c(C(F)F)cc(-c3ccccc3)nc12 in Ba/F3 V617F tox is entered as -1
COc1ccc(S(=O)(=O)N(Cc2cccs2)C2CCCC2)cc1 in NPY2 pot ag is entered as -16
Cc1ccc2c(c1)N(CC(=O)N1CCCc3ccccc31)C(=O)C(C)O2 (configuration not stated) in Runt-CBFb FRET is entered as -3
CCOc1ccc(N2C(=O)C(Cl)=C(Nc3ccccc3O)C2=O)cc1 in Runt-CBFb FRET is entered as 25
Cc1ccc2c(c1)c1c3n2CCN(C(=O)Cn2c(-c4ccccc4)noc2=O)C3CCC1 (configuration not stated) in NPY Y1 blocker is entered as 3
Cc1cnc(C(=O)Nc2ccccc2F)cn1 in NPY2 pot ag is entered as -11
CC(C)(C)c1ccc(OCC(=O)N(c2ccccn2)C2CCCCC2)cc1 in S1P4 ag is entered as 2.1

Ordered by SMILES length (lowest first): 3 of the compounds above.
SMILES | NPY-Y1 PAM-ag | S1P4 ag | Ba/F3 V617F tox | NPY Y1 blocker | BaF3 tox | RBBP9 inh | Runt-CBFb FRET | S1P4 antagonist | NPY2 pot ag
Cc1cnc(C(=O)Nc2ccccc2F)cn1 | -9 | 0.5 | 4 | 4 | 7 | -9 | 1 | -18 | -11
CCOC(=O)c1sc2nc(C)n(N)c(=O)c2c1C | -10 | 1.4 | 2 | 3 | 12 | 6 | -1 | -12 | -11
CC(Sc1nc(N2CCCCC2)c2c(c1C#N)CCCC2)C(=O)O (configuration not stated) | 13 | -3.9 | -1 | 4 | 5 | -4 | -2 | 5 | 6

The list continues.
SMILES | NPY-Y1 PAM-ag | S1P4 ag | Ba/F3 V617F tox | NPY Y1 blocker | BaF3 tox | RBBP9 inh | Runt-CBFb FRET | S1P4 antagonist | NPY2 pot ag
Nn1c(SCC(=O)Nc2cc(S(=O)(=O)N3CCOCC3)ccc2Cl)nnc1-c1cccnc1 | -8 | 0.3 | -1 | 1 | 3 | -1 | 2 | -11 | 6
O=C(Nc1cccc2c1CCCC2)C1CCN(C(=O)NC2CCCCC2)CC1 | 14 | 0.8 | -2 | 0 | 1 | -4 | -3 | -11 | 12
CCOC(=O)C1CCN(C(=O)CN2C(=O)C(CC)Oc3ccccc32)CC1 (configuration not stated) | 16 | 1.3 | -2 | 3 | 4 | -3 | 1 | -1 | 15
CCC(Sc1nncn1C)C(=O)Nc1nnc(-c2ccccc2Cl)s1 (configuration not stated) | 15 | -0.9 | -1 | 5 | 0 | 6 | 0 | 33* | 13
Cc1ccc2[nH]c3c(c2c1)CN(C)CC3 | 7 | 4.5 | 3 | -1 | 0 | 6 | -1 | -19 | -2
O=C(Oc1ccccc1N1C(=O)C2CCCCC2C1=O)c1ccccc1F (configuration not stated) | -13 | -0.6 | -2 | -3 | 2 | -9 | -1 | -7 | 7
CCC1(c2ccc(Cl)cc2)NC(=S)N(c2ccc(C)c(C)c2)N1 (configuration not stated) | 8 | 0.0 | 0 | x | -3 | -2 | 12 | -7 | 0
CC(NC(=O)c1ccccc1NS(C)(=O)=O)c1ccccc1 (configuration not stated) | 1 | -1.1 | 3 | 0 | 5 | 2 | 1 | -1 | 1
CCc1ccc(C(=O)COC(=O)c2cc([N+](=O)[O-])ccc2NCCO)cc1 | 7 | 1.4 | 4 | -9 | 4 | -5 | -8 | -18 | 12
O=C(Nc1ccccc1F)c1ccc(OCc2ccccc2)cc1 | -27 | -0.5 | 3 | 0 | 4 | 3 | -3 | -1 | -7
Cc1ccc(NC(=O)CSc2nnc(CNC(=O)c3cccs3)o2)c(C)c1 | 17 | -0.6 | 0 | -2 | -1 | -2 | 0 | 6 | -3
CNC(=S)N(CCc1cccc(C)c1)Cc1cc2cc(OC)c(OC)cc2[nH]c1=O | -18 | 1.5 | -3 | 10 | 1 | -10 | 28 | -3 | 2
c1ccc2oc(SCc3cn4ccccc4n3)nc2c1 | 9 | 1.9 | -4 | 5 | 0 | 7 | -1 | 2 | 11
CCOc1cc(CNc2ccc(N3CCOCC3)cc2)cc(Br)c1OCC | -10 | -0.5 | 2 | 7 | 9 | -1 | -2 | -21 | 5
COc1ccc(O)c(C(=O)/C=C/c2cc3ccccc3o2)c1 | -36 | -1.0 | -3 | 2 | 0 | 3 | x | -4 | -13
CC1=C(C(=O)Nc2ccccn2)C(c2ccc(Cl)cc2Cl)NC(=S)N1 (configuration not stated) | 22 | -1.1 | -2 | -4 | 5 | 2 | 0 | 1 | 6
COc1ccc(C2=NN(CC(=O)NCc3ccco3)C(=O)CC2)cc1 | -5 | 0.7 | 2 | 10 | 3 | -7 | 1 | -9 | 3
COC(=O)CCC(=O)Nc1cccc2c(NC(=O)CCC(=O)OC)cccc12 | -12 | 1.3 | -3 | 2 | 4 | 0 | 1 | -16 | 9
CSc1ncccc1C(=O)NCCc1ccc(Cl)cc1 | 5 | 1.1 | -1 | 5 | 4 | -4 | -1 | 7 | 5
CN(C(=O)COC(=O)c1cccnc1Nc1cccc(C(F)(F)F)c1)C1CCS(=O)(=O)C1 (configuration not stated) | -19 | 3.8 | 3 | 6 | 9 | -6 | -5 | -25 | 10
O=C(O)CSCc1nc2ccccc2[nH]1 | -6 | 0.9 | 5 | -3 | 8 | -7 | -1 | 1 | -3
COc1ccc(-c2[nH]ncc2/C=C(\C#N)C(=O)NC2CC2)cc1 | 1 | 1.8 | 1 | -2 | 8 | -3 | -1 | -51 | -6
O=C(CSC1CN(C(c2ccccc2)c2ccccc2)C1)N/N=C/c1ccc(Cl)cc1Cl | -5 | 1.5 | 1 | x | 2 | -7 | 0 | -9 | -34
Cc1cccc(-n2cc(CN3CCN(C(=O)c4ncn[nH]4)CC3)c(-c3cccc(F)c3)n2)c1 | 22 | 2.3 | -6 | -4 | -2 | -9 | -3 | -15 | 19
Nc1nnc(SCCOc2ccc(Br)cc2)s1 | 5 | -1.5 | 4 | -3 | 6 | 1 | 0 | 11 | 18
O=C(CN1c2ccccc2Sc2ccccc21)NNC(=O)Nc1ccc(Cl)c(Cl)c1 | -17 | -0.8 | 1 | x | 2 | -6 | 0 | -4 | 6
Cn1c(=O)c2c(ncn2CC(=O)Nc2ccc(Cl)cc2Cl)n(C)c1=O | 4 | -0.1 | 2 | 1 | 2 | -9 | 2 | -6 | 1
CN(c1ccc(C(=O)NCCC2=CCCCC2)cc1)S(C)(=O)=O | -22 | 0.8 | -5 | -9 | -1 | -2 | 1 | -18 | -7
Clc1ccc(-c2nnc3n2CCCS3)cc1 | -6 | 0.3 | -1 | -6 | 3 | -2 | 0 | -13 | 8
Nc1nc(-c2cccnc2)nn1C(=O)c1ccc(Cl)cc1 | -4 | 3.9 | 1 | 6 | 5 | -5 | 0 | -28 | 6

Screens from PubChem.

Rows were taken by chance; 3.6% or so of the library scored in one or more.
